Jurkat NFkB inh – inhibitors of the PMA/ionomycin-induced NF-kB reporter in Jurkat cells. AID 435003. inhibition, % at 4 µM. 0.53% of 330,000 active. PMA/ionomycin-induced NF-kB luciferase reporter, luminescence
CCR6 antag – blocks CCL20-driven beta-arrestin recruitment at human CCR6; P51684; CHO-K1 CCR6 PathHunter beta-arrestin, luminescence, CCL20-stimulated; inhibition, % at 20 µM; 0.49% of 340,000 active; AID 493098;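 active means compounds whose inhibition of the agonist-driven luminescence signal at 20 µM reaches about 50%, limit read from the data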;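 further: cells stimulated with CCL20 at 14 nM final; plate controls were DMSO with CCL20 for no effect and DMSO without agonist for full effect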
Target sequence (P51684 whole entry, looked up): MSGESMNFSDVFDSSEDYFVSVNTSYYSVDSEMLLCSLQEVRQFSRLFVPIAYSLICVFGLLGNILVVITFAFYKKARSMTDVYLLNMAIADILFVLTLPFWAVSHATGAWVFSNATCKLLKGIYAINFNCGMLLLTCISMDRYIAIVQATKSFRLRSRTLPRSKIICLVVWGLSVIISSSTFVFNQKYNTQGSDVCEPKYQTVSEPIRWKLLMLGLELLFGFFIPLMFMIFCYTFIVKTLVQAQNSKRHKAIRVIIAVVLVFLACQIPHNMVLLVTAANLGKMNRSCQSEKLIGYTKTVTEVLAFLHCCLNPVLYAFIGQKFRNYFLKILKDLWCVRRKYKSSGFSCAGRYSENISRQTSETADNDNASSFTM
Apaf1 inhib – blocks human Apaf-1 apoptosome activity; AID 489030; inhibition, % at 20 µM; O14727; reconstituted apoptosome caspase-3 activity, DEVD-Rh110 fluorescence; 0.71% of 330,000 active; active means inhibition of at least 40% at 20 µM;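 further: plate controls were DMSO wells for no effect and DEVD-CHO caspase inhibitor wells for full effect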
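Material: reconstituted apoptosome with Apaf-1, cytochrome c, caspase-9, procaspase-3, dATP / Buffer or medium: pH 7.5 Hepes buffer with CHAPS, BSA, DTT / Also added: cytochrome c with DEVD-Rh110 / Schedule: compound with Apaf-1, dATP, procaspase-3 30 min, then 50 min reaction, room temperature / Technique: rhodamine 110 fluorescence at Ex 480/Em 540 nm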
Gli-Sufu antag – blocks Gli-Sufu signaling in a luciferase reporter. Sufu-KO-LIGHT fibroblasts, Gli luciferase reporter luminescence. inhibition, % at 5 µM. 0.74% of 340,000 active. AID 588413;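 active means inhibition above about 55%, limit read from the data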;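 further: 0% = DMSO-treated cells and 100% = wells with medium but no cells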
697 NFkB inh – lowers PMA/ionomycin-induced NF-kB signal in 697 B cells | 0.33% of 330,000 active | 697 B-cell NF-kB luciferase reporter, 16 h | AID 435022 | inhibition, % at 4 µM; in the data active means inhibition above about 35%
UBC13 polyUb – human UBC13 polyubiquitination inhibition; P61088; UBC13 polyubiquitin chain formation, TR-FRET; inhibition, % at 20 µM; 0.47% of 330,000 active; AID 485273; in the data active means inhibition above about 45%, passing the limit was not always enough
Target sequence (P61088 whole entry, looked up): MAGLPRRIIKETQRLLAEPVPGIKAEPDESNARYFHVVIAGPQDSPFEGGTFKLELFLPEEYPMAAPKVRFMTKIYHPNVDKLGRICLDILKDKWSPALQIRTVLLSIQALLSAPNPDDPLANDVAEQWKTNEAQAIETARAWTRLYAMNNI
EBI2 block – antagonists of human EBI2 receptor | P32249 | EBI2 beta-arrestin recruitment, luminescence, 7a,25-OHC stimulated | inhibition, % at 5 µM | 0.81% of 360,000 active | AID 651636; in the data active means inhibition above about 38%;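 further: enzyme fragment complementation signal reports receptor beta-arrestin coupling in cells; 0% = agonist plus DMSO wells and 100% = wells without agonist; some results beyond the cut were filed as inactive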
Target sequence (P32249 whole entry, looked up, the tested form may be a part): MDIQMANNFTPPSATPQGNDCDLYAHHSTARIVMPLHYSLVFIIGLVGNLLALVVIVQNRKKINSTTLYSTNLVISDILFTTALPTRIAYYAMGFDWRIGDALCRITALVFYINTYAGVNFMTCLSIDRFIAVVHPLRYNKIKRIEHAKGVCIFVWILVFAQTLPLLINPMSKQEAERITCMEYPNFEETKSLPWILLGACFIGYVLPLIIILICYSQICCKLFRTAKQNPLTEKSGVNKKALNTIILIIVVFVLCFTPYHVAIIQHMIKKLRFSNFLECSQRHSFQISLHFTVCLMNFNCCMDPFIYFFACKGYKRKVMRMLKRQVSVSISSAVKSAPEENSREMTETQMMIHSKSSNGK
SENP8 inh – inhibitors of human SENP8 protease. Q96LD8. purified SENP8, Z-RLRGG-aminoluciferin cleavage, luminescence. inhibition, % at 10 µM. 1.2% of 330,000 active. AID 2540
An asterisk follows results filed as active; . = no result given; & = joins results of further samples. Unless noted, no stated cut-off is given here; in the data, active means inhibition above about 50%; inactive means the rest. Not all compounds are listed, so the mix of outcomes need not match the whole.

no. | molecule | Jurkat NFkB inh | CCR6 antag | Apaf1 inhib | Gli-Sufu antag
1 | Cc1cc(C)n(C(=O)C23CC4CC(CC(C4)C2)C3)n1 | 1 | . | 5 | .
2 | CC(NC(=O)c1ccccc1)c1ccc(F)cc1 (stereo not drawn) | -1 | 0 | -9 | -11
3 | Cc1cc(C(=O)C(C)OC(=O)C2=NNC(=O)CC2)c(C)n1-c1ccc(OC(F)F)cc1 (stereo not drawn) | 11 | -12 | 18 | 4
4 | O=C(CN(C1CCCCC1)S(=O)(=O)c1ccc(F)cc1)NCCCO | 25 | 9 | -11 | 11
5 | Cc1ccc2c(c1)cc(CN(CCc1ccccc1)C(=O)N1CCOCC1)c1nnnn12 | -14 | -2 | 9 | 10
6 | COc1ccc(-c2csc(N3CCC(c4ccccc4)C3)n2)cc1 (stereo not drawn) | -34 | 23 | 13 | -49
7 | Cn1c(=O)c(=O)n(C)c2cc(N3CCOCC3)c(NS(=O)(=O)c3ccc(Br)cc3)cc21 | 13 | -9 | 11 | -26
8 | CCOC(=O)NC(=S)Nc1ccc(C(C)(C)C)cc1 | -28 | 17 | -2 | -12
9 | O=S(=O)(NCc1nc2ccccc2[nH]1)c1ccccc1 | 3 | 2 | 0 | -4
10 | Cc1cc(C(=O)COC(=O)c2n[nH]c3ccccc23)c(C)n1CC1CCCO1 (stereo not drawn) | -77 | -10 | 17 | 25
11 | COc1cc(C2CC(=O)Oc3c(C(CCN4CCCC(C)C4)c4ccc(N(C)C)cc4)c(OC)cc(OC)c32)cc(OC)c1OC (stereo not drawn) | -2 | -4 | 15 | 38
12 | CCN(CC(=O)Nc1c(F)cccc1F)C(=O)c1cn2ccccc2n1 | 5 | 0 | -15 | 3

no. | 697 NFkB inh | UBC13 polyUb | EBI2 block | SENP8 inh
1 | 7 | -1 | . | 4
2 | 12 | 2 | -3 | -2
3 | -10 | -11 | 12 | -10
4 | 13 | 2 | -5 | 7
5 | 11 | 3 | 2 | 2
6 | -42 | 3 | 4 | -4
7 | -6 | -12 | -2 | -4
8 | -16 | 2 | 14 | 1
9 | 25 | 4 | 6 | 3
10 | -113 | 3 | 0 | 87*
11 | 17 | 29 | -11 | 3
12 | -1 | 11 | -4 | 4

Three compounds drawn at random from the list so far:
no. | molecule | Jurkat NFkB inh | CCR6 antag | Apaf1 inhib | Gli-Sufu antag
4 | O=C(CN(C1CCCCC1)S(=O)(=O)c1ccc(F)cc1)NCCCO | 25 | 9 | -11 | 11
6 | COc1ccc(-c2csc(N3CCC(c4ccccc4)C3)n2)cc1 (stereo not drawn) | -34 | 23 | 13 | -49
11 | COc1cc(C2CC(=O)Oc3c(C(CCN4CCCC(C)C4)c4ccc(N(C)C)cc4)c(OC)cc(OC)c32)cc(OC)c1OC (stereo not drawn) | -2 | -4 | 15 | 38

no. | 697 NFkB inh | UBC13 polyUb | EBI2 block | SENP8 inh
4 | 13 | 2 | -5 | 7
6 | -42 | 3 | 4 | -4
11 | 17 | 29 | -11 | 3

Going on with the list:
no. | molecule | Jurkat NFkB inh | CCR6 antag | Apaf1 inhib | Gli-Sufu antag
13 | Cc1cccc(-c2nc(CS(=O)CC(=O)NCCCSC3CCCCC3)c(C)o2)c1 (stereo not drawn) | 2 | 13 | 18 | 6
14 | CCOC(=O)c1cc(C)sc1NC(=O)CSc1nccn1C | 11 | 6 | -3 | -6
15 | Cc1csc(=Nc2c(C)n(C)n(-c3ccccc3)c2=O)n1Cc1ccccc1 | 5 | 10&7 | 5 | -3&3
16 | COC(Cc1n[nH]c(=S)n1-c1ccccc1)OC | 5 | -3 | -8 | -5
17 | CC(C)CN1C(=O)C(=O)N(CC(=O)Nc2cccc(Cl)c2Cl)C1=O | 3 | -14 | 18 | -9
18 | N=C1CCCN1CC(=O)c1cccs1 | -2 | 5 | -15 | -5
19 | CC(=O)Nc1cccc(NC(=O)c2ccccc2OCc2ccccc2)c1 | -11 | 22 | 11 | -6
20 | Cc1cc(C)c2c(CC(=O)NC(C)C)coc2c1 | -1 | -4 | -11 | -5
21 | COCCN(C(=O)CSc1nnc(-c2ccccc2F)n1N)c1c(N)n(Cc2ccccc2)c(=O)[nH]c1=O | 0 | 2 | -2 | 54
22 | CS(=O)(=O)c1ccc(NC(=O)CCN2C(=O)NC3(CCCC3)C2=O)cc1 | 1 | 8 | -5 | -3
23 | Fc1ccc2[nH]c3c(N4CCSCC4)ncnc3c2c1 | 23 | -9 | 0 | 22
24 | Cc1ccc(S(=O)(=O)c2nc(S(C)(=O)=O)sc2N2CCC3(CC2)OCCO3)cc1 | 13 | 3 | -5 | -1

no. | 697 NFkB inh | UBC13 polyUb | EBI2 block | SENP8 inh
13 | 2 | 21 | 8 | -6
14 | -12 | -2 | 0 | 0
15 | 17 | 1 | 0&2 | 6
16 | 15 | 9 | 6 | -3
17 | 25 | 7 | -14 | 3
18 | 16 | 3 | -14 | -4
19 | 9 | 2 | -7 | -2
20 | 2 | 0 | -6 | 0
21 | -2 | 0 | -8 | -12
22 | 6 | -3 | -7 | 2
23 | 0 | 11 | -26 | -2
24 | -16 | -7 | -2 | 6

Record cards, from the list above.
Profile of CS(=O)(=O)c1ccc(NC(=O)CCN2C(=O)NC3(CCCC3)C2=O)cc1 → Jurkat NFkB inh = 1; CCR6 antag = 8; Apaf1 inhib = -5; Gli-Sufu antag = -3; 697 NFkB inh = 6; UBC13 polyUb = -3; EBI2 block = -7; SENP8 inh = 2
Profile of Fc1ccc2[nH]c3c(N4CCSCC4)ncnc3c2c1 → Jurkat NFkB inh = 23; CCR6 antag = -9; Apaf1 inhib = 0; Gli-Sufu antag = 22; 697 NFkB inh = 0; UBC13 polyUb = 11; EBI2 block = -26; SENP8 inh = -2

The list goes on.
no. | molecule | Jurkat NFkB inh | CCR6 antag | Apaf1 inhib | Gli-Sufu antag
25 | Cc1sc(Nc2ccc([N+](=O)[O-])cc2)nc1-c1c(C)n(C)n(-c2ccccc2)c1=O | 0 | 37 | 19 | 4
26 | Cc1ccsc1C(=O)Nc1ccc(OCc2ccccc2)cc1 | -117 | -1 | 6 | -119
27 | Cc1ccc(S(=O)(=O)N2CCCCC2)cc1NC(=O)COC(=O)c1ccc2c(c1)OCO2 | 2 | -8 | -5 | 0
28 | CC(=O)NCc1c(Cl)cccc1-n1cccc1 | -7 | 7 | -3 | 4
29 | CC(C)c1cc(C(=O)NNC(=S)NC2CCCCC2)cs1 | -105 | 10 | 0 | -9
30 | COc1ccc(CN2CCC(=O)N([C@H](CO)c3ccccc3)CC2)cc1 | -8 | 8 | -1 | 11
31 | O=C(N/N=C/c1cc(Cl)cc([N+](=O)[O-])c1O)C(O)(c1ccccc1)c1ccccc1 | -13 | 54* | -5 | -3
32 | CCN(C1=NS(=O)(=O)c2ccccc21)N(CC)S(=O)(=O)c1ccc(C)cc1 | 2 | 18 | -3 | 10
33 | c1csc(-c2nc(-c3ccncc3)no2)c1 | -56 | 4 | -14 | -69
34 | Oc1ccccc1N=Cc1c(O)ccc2ccccc12 | -8 | 8 | 29 | 2
35 | COC(=O)c1c(NC(=O)CC2SC(N)=NC2=O)sc2c1CCC(C(C)(C)C)C2 (stereo not drawn) | 8 | 6 | 23 | 5
36 | Cn1c(NCCCN2CCOCC2)nc2c1c(=O)n(Cc1ccc(Cl)c(Cl)c1)c(=O)n2C | -2 | 9 | 16 | 9

no. | 697 NFkB inh | UBC13 polyUb | EBI2 block | SENP8 inh
25 | -47 | -27 | 7 | -2
26 | -122 | 10 | 3 | 88*
27 | 18 | 3 | 1 | 3
28 | -2 | -3 | -7 | -4
29 | -121 | -12 | 7 | 18
30 | 12 | -2 | -1 | 7
31 | -11 | -74 | 15 | -10
32 | -3 | 4 | 28 | 4
33 | -129 | -5 | -3 | 57*
34 | -16 | -143 | 2 | -7
35 | 16 | 18 | -7 | -5
36 | -2 | 13 | 2 | -2

More records
no. | molecule | Jurkat NFkB inh | CCR6 antag | Apaf1 inhib | Gli-Sufu antag
37 | NS(=O)(=O)c1ccc(CCNC(=S)Nc2ccc(F)cc2)cc1 | -6 | -13 | 1 | 4
38 | C[C@H]1CCC[C@]2(O[C@H](CCO)C[C@H](O)[C@H]2O)O1 | -11 | 5 | 12 | -9
39 | COc1ccc(C(=O)c2c[nH]c(C(=O)N=CN(C)C)c2)cc1 | -8 | -14 | 3 | -23
40 | Cc1cnn(-c2cc(Oc3ccccc3)ncn2)c1 | -32 | 10 | 16 | -88
41 | C=CC[C@H](CC(=O)OC(C)(C)C)C(=O)OC[C@H]1CCCN1C(=O)[C@H](CC=C)CC(=O)N(CCO)Cc1ccccc1 | -3 | 6 | 16 | 8
42 | Cc1ccc([C@@H]2[C@@H]3C(=O)N(c4ccccc4)C(=O)[C@@H]3[C@]3(Cc4ccccc4)C(=O)N(CC4CC4)CC(=O)N23)o1 | -2 | 11 | 0 | 1
43 | N#Cc1c(N)sc2c1CCCCCC2 | -5 | -10 | 0 | -1
44 | Cn1cc(C(=O)NCc2cccnc2)c(=O)c2cc(S(=O)(=O)N3CCCCCC3)ccc21 | 2 | . | 0 | .
45 | COC(=O)c1ccccc1NC(=O)c1cc(-c2cccs2)on1 | -5 | 4 | -21 | -5
46 | O=C(/C=C/c1ccccc1)N1CCC(c2ccccc2)C1 (stereo not drawn) | -110 | 5 | 8 | -120
47 | CCC(C)(C)n1nnnc1C(c1cccs1)N1CCN(Cc2ccccc2)CC1 (stereo not drawn) | -4 | 18 | 3 | 10
48 | CN(C(=O)C1CCCO1)C1CCS(=O)(=O)C1 (stereo not drawn) | 15 | 3 | -6 | -2

no. | 697 NFkB inh | UBC13 polyUb | EBI2 block | SENP8 inh
37 | 10 | 2 | -6 | -3
38 | -3 | -5 | -10 | -2
39 | -4 | 2 | -10 | 3
40 | -66 | -3 | -2 | -12
41 | 9 | 4 | -1 | -2
42 | 11 | -12 | 2 | -11
43 | -7 | -3 | -19 | 15
44 | 9 | 2 | . | -1
45 | -23 | 13 | 9 | 1
46 | -96 | 3 | 64* | -1
47 | -8 | 0 | 6 | -11
48 | 12 | -2 | -5 | 5

The list continues:
no. | molecule | Jurkat NFkB inh | CCR6 antag | Apaf1 inhib | Gli-Sufu antag
49 | Cc1nn(-c2ccccc2)c(C)c1/C=N/NC(=O)c1cc(-c2ccc(Br)s2)[nH]n1 | 62* | -6 | 15 | 2
50 | Cc1ccc(N2CC(C(=O)NCCS(=O)(=O)N3CCN(c4ccc(F)cc4)CC3)CC2=O)cc1 (stereo not drawn) | 14 | -6 | -19 | -10
51 | Cc1ccc(S(=O)(=O)N2[C@@H](c3ccccc3)C(C(=O)O)=CC[C@H]2c2cccs2)cc1 | 0 | -4 | 12 | 3
52 | COc1ccc(Cn2nnc(C(=O)Nc3ccc4c(c3)OCCO4)c2N)cc1Br | 7 | 11 | 2 | -30
53 | COC(=O)c1cn(-c2ccc(Cl)cc2)c(=O)c2ccccc12 | -6 | 10 | 6 | -4
54 | Cc1cccc(NS(=O)(=O)c2ccc(C(=O)NCCCN3CCOCC3)cc2)c1C | 2 | 12 | -2 | 3
55 | COC(=O)c1ccccc1NC(=S)NC(C)=O | -3 | 1 | -10 | -5
56 | Cc1nn(-c2ccccc2)c(C)c1-c1cc(C(=O)N/N=C/c2cccnc2)[nH]n1 | 8 | . | -1 | .
57 | O=C(Cn1c(COc2ccccc2)nc2ccccc21)Nc1cccc(Cl)c1 | -11 | 21 | 4 | -7

no. | 697 NFkB inh | UBC13 polyUb | EBI2 block | SENP8 inh
49 | -19 | -25 | 59* | -3
50 | 5 | 6 | 8 | -6
51 | 10 | -15 | -2 | -14
52 | -46 | -4 | 2 | -17
53 | -3 | 6 | -4 | 1
54 | -4 | 9 | -1 | -9
55 | 4 | 7 | 6 | 1
56 | 6 | 1 | . | -2
57 | 1 | -30 | 2 | -6

Screening results: PubChem, Sanford-Burnham Center for Chemical Genomics
